# Screening data as filed in PubChem BioAssay.
# ADAM10 inh – inhibitors of human ADAM10 | AID 720582 | recombinant ADAM10, EDANS/DABCYL FRET peptide cleavage, 3 h | O14672 | inhibition, % at 7 µM | 0.62% of 370,000 active;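 active = inhibition above a per-campaign cutoff equal to the mean of compounds falling between control-based bounds plus 3 SD, cut at about 20% in these data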;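 note: 0% = DMSO wells while the 100% control is not disclosed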
# Target sequence (O14672 214-748 limits assumed): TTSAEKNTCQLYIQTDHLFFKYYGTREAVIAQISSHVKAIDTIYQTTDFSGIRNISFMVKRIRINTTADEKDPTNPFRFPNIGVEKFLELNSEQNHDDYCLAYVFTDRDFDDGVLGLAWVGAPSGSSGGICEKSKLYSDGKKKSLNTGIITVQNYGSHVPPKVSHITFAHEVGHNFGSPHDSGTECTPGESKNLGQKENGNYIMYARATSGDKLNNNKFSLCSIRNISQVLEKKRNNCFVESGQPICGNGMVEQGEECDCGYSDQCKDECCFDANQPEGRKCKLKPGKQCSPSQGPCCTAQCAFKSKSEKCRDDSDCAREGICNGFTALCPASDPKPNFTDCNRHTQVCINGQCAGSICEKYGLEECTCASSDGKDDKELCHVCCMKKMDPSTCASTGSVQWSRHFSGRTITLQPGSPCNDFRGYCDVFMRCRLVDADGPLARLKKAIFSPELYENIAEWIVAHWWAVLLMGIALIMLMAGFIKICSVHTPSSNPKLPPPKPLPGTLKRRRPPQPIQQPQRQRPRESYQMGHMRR
# ADAM17 inh – ADAM17 inhibition, QFRET primary screen. P78536. recombinant ADAM17, EDANS/DABCYL FRET peptide cleavage. inhibition, % at 6.95 µM. 0.83% of 370,000 active. AID 720648;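 active = inhibition above the mean of compounds lying between control limits plus 3 SD, set per campaign, cut at about 8.5% in these data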;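 note: 0% = DMSO-only wells as the low control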
# FXN GAA850 act – increases GAA850 frataxin promoter reporter activity | HEK293 lucGAA850 FXN promoter luciferase reporter, 24 h; percent of 10 µM SAHA response | activation, % at 6 µM | 0.56% of 360,000 active | AID 540364;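 active = activation above the average of all compounds screened plus 3 SD, cutoff fixed separately per campaign, cut at about 7.5% in these data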;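 note: 0% = DMSO wells and 100% = 10 µM SAHA wells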
# GC-A act – GC-A (human) enzyme activation; activation, % at 10 µM; HEK293 GC-A cells, cGMP TR-FRET, EC30 ANP; 0% at EC30 ANP, 100% saturating ANP; 0.14% of 370,000 active; in the data active = activation above about 40%
# SMARCA2 act – activators of SMARCA2 function; MG213 cells, MMTV-luciferase reporter, dexamethasone, overnight; activation, % at 9.1 µM; 1% of 370,000 active; AID 652017; in the data active = activation above about 7.8%;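 note: 0% = vehicle wells and 100% = reference activator wells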
# hgDAF-12 ag – hgDAF-12 agonism, primary luciferase screen; HEK293 GAL4-hgDAF12 UAS-luciferase reporter, agonist luminescence; normalized to butyrate control; activation, % at 6.8 µM; 1.8% of 370,000 active; AID 687014;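 active = activation above a cutoff set at the mean of all screened compounds plus 3 SD, cut at about 10% in these data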;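 note: 0% = DMSO wells and 100% = sodium butyrate wells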
# hcDAF12 agonist – H. contortus DAF-12 activation, primary screen; HEK293 hcDAF-12 lit1-tk-luc reporter, luminescence; 0% DMSO, 100% Δ7-dafachronic acid; activation, % at 6.8 µM; 1.4% of 370,000 active; AID 652067;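 active = activation above the mean of all tested compounds plus 3 SD, cut at about 5.5% in these data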;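 note: 100% = response to 3 µM Δ7-dafachronic acid high control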
# DAX1 inh-1 – NR0B1 (DAX1) inhibition; 0.99% of 340,000 active; AID 504766; P51843; inhibition, % at 6.75 µM; HEK293 Gal4-DAX1 luciferase reporter, luminescence;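 active = inhibition above the mean over all tested compounds plus 3 SD, cut at about 4.2% in these data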;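 note: 0% = DAX1-transfected cells with DMSO and 100% = empty-vector control cells with DMSO; inhibition shows as a rise in luminescence from relieved DAX1 repression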
# Target sequence (P51843 207-470 limits assumed): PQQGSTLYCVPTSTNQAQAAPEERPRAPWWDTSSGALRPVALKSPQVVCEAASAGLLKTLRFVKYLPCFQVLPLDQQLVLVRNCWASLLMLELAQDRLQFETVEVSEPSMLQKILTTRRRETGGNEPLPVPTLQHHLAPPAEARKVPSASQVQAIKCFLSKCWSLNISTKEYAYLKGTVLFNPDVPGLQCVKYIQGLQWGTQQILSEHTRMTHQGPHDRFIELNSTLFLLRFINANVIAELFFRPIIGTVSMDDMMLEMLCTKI
# ssDAF-12 act – activators of S. stercoralis DAF-12 nuclear receptor; HEK293 ssDAF-12/GRIP1 lit1-tk-luc reporter, luminescence; % of 3 µM dafachronic acid response; activation, % at 6.8 µM; 1% of 370,000 active;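 active = activation above the mean over all tested compounds plus 3 SD, cut at about 0.9% in these data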;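 note: 0% = DMSO-only wells and 100% = 3 µM delta7-dafachronic acid wells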
# DAX1 inh-2 – inhibitors of DAX1 repression of SF-1 activated StAR promoter | 1.1% of 370,000 active | HEK293T StAR-luciferase reporter, SF-1/DAX-1 repression relief | inhibition, % at 6.8 µM | AID 652010;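 active = inhibition above the mean over all tested compounds plus 3 SD, cut at about 3.6% in these data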;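 note: 0% = DAX-1 cells with DMSO and 100% = cells lacking DAX-1 with DMSO; higher inhibition means more luminescence from relief of DAX-1 repression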
# PG9 Ab binder – PG9 antibody binding by small molecule. inhibition, % at 6.7 µM. TR-FRET gp120-PG9 antibody binding. 0.43% of 360,000 active; in the data active = inhibition above about 8.5%
# Numbers without * were called inactive; x = no result given.
# Every second line gives: ADAM10 inh	ADAM17 inh	FXN GAA850 act	GC-A act	SMARCA2 act	hgDAF-12 ag	hcDAF12 agonist	DAX1 inh-1	ssDAF-12 act	DAX1 inh-2	PG9 Ab binder
COc1ccc(CN2CCNC(=O)C2CC(=O)NC2CCCCCC2)c(C)c1C (configuration not stated)
 : 2	-1	-0.7	-4	-3	0.8	-0.2	-0.2	-0.3	1.0	-1.6
Cc1noc(C)c1CNCc1ccccc1
 : -17	-3	-0.4	7	-1	-2.8	-2.5	1.7	-1.9	-0.1	-0.5
COc1ccc(C(=O)Oc2cc(C)c(CN3CCOCC3)cc2C)cc1OC
 : 10	-1	0.8	0	6	-1.0	-1.5	-1.0	-2.0	0.0	-3.7
COCCNC(=S)N(C)C1(c2ccccc2Cl)CCCCC1=O (configuration not stated)
 : -4	-1	3.4	3	1	-0.5	2.4	-0.7	-0.7	0.5	-0.1
COc1ccc(-c2noc(-c3cccc(Cl)c3)n2)cc1OC
 : -3	0	1.7	6	0	3.2	-2.2	0.1	-1.7	0.1	0.0
O=C(NCc1ccccc1)C(c1ccco1)N1CCN(CCN2CCOCC2)CC1 (configuration not stated)
 : -11	-3	x	0	-3	-2.3	0.2	x	-1.3	0.1	0.5
C#CCOCCOCCOCCNc1nc(N2CCN(C(=O)C([C@@H](C)O)n3cc([C@@H](N)CCCCN)nn3)CC2)nc(N2CCN(C(=O)[C@H](CCC(=O)O)n3cc([C@@H](N)[C@H](C)CC)nn3)CC2)n1 (some centres not stated)
 : -9	-1	0.3	0	-1	-2.8	0.5	-1.1	-1.2	1.2	-0.7
CCOC(=O)C1(C)CCCN1C(=O)c1cccc(F)c1 (configuration not stated)
 : 7	3	0.4	4	6	0.1	-0.7	x	-1.6	0.6	-0.5
CC(C)(C)OC(=O)N1CCC(CC2CC(c3cccc(Br)c3)=NO2)(C(=O)O)CC1 (configuration not stated)
 : 18	1	0.8	0	1	1.1	-1.3	-1.2	-0.6	0.1	-0.9
CC(C)n1nc(Cc2cccc3ccccc23)c(C#N)c1N
 : 15	3	2.3	-3	1	0.1	-0.4	2.0	-1.2	0.2	-0.1
Cc1ccc(CC2SC(N=C(N)N)=NC2=O)cc1 (configuration not stated)
 : 1	1	0.8	-5	0	0.2	-0.4	-0.2	-0.8	-0.3	-1.1
CCOC(=O)N1CCN(C(=O)/C=C/c2c(C)nn(-c3ccc(F)cc3)c2Cl)CC1
 : -3	0	-1.5	2	3	-1.4	-0.6	-0.6	-0.1	-0.2	-2.2
COc1ccnc(Oc2ccc(F)cc2)c1C(=O)N/C=N/OCc1ccc(Cl)cc1Cl
 : 4	-1	-1.3	-2	1	-1.5	-0.9	1.6	-0.8	0.4	-1.8
O=C(COc1ccccc1[N+](=O)[O-])NCC1COc2ccccc2O1 (configuration not stated)
 : 1	-22	-0.7	-3	-3	-2.6	0.1	0.2	-1.1	-0.3	2.2
C[C@H]1COC(=O)[C@@H](Cc2ccc(F)cc2)C/C=C\C[C@H](CC(=O)NCCO)C(=O)N1
 : 3	-3	-1.1	2	-1	0.8	-0.6	-0.3	-0.8	0.1	-1.8
OC(C#CCN1CCOCC1)c1cccs1 (configuration not stated)
 : 1	-4	0.9	5	1	1.5	-1.2	-0.1	-0.8	-0.3	-1.0
CCOC(=O)CSc1nc2sc3c(c2c(=O)n1-c1ccccc1)CCN(C(C)C)C3
 : -219	-91	2.9	20	2	-0.2	-1.4	-0.6	-1.3	-0.3	-1.6
CC(C)(C)C(=O)NC(=S)Nc1cc(C(F)(F)F)ccc1N1CCOCC1
 : 7	-2	-1.7	27	1	-1.2	-0.3	-0.5	-1.5	-0.6	-0.6
COc1cc(C(=O)Nc2cc(-c3ccccc3)[nH]n2)cc(OC)c1OC
 : 10	5	-1.2	0	-2	-1.5	-1.7	-0.8	-1.8	-0.8	1.2
CC(C)(C)n1nnnc1C(c1cccs1)N1CCN(C/C=C/c2ccccc2)CC1 (configuration not stated)
 : -4	0	x	-2	-4	-1.4	-0.1	x	-1.4	-0.1	-0.7
COc1ccccc1OCCC(=O)OCC(=O)NCc1ccc(Cl)cc1
 : 4	0	0.0	0	-4	-1.8	-0.3	-1.4	-1.4	0.6	0.2
N=C1C(c2nc(-c3ccc(F)cc3)cs2)=C(O)CN1CCCN1CCOCC1
 : -1	-5	-0.7	0	0	0.9	-1.0	-0.1	-1.1	-0.5	-1.9
CCCn1c(SCC(=O)c2cc(C)n(-c3ccc4c(c3)OCO4)c2C)n[nH]c1=O
 : 1	2	-6.6	-2	-3	-4.3	-2.2	-1.2	-2.3	-1.5	-3.6
COc1ccc2sc(-c3ccccc3OC)c(-c3ccc4c(c3)OCCO4)c2c1
 : 4	2	-0.1	-5	1	1.0	0.4	0.5	-0.5	-0.5	0.3
CCC(C)NC(=O)COc1ccc(OCc2ccccc2)cc1 (configuration not stated)
 : -3	-4	0.7	7	-3	-0.2	-2.5	-0.8	-1.6	-0.6	1.0
CCOC(=O)Cn1nnnc1CN(Cc1ccc(OC)cc1)Cc1cc2cc(C)ccc2[nH]c1=O
 : -7	-5	-4.5	-2	2	-0.7	-0.6	0.1	-1.2	1.1	-0.1
CC(=O)N1CCN(CC(=O)Nc2ccc(C)c(F)c2)CC1
 : -1	-1	0.0	4	-2	-2.8	-0.2	-0.7	-1.2	-0.1	0.1
CC(C)COC(=O)N1CCCCC1c1cc(C(=O)NCc2cccnc2)no1 (configuration not stated)
 : -5	-6	1.0	0	-2	-2.7	-0.3	x	-0.6	-1.6	0.6
O=C(N/N=C/c1ccc(O)cc1O)c1ccncc1
 : -7	-7	-3.0	1	-1	-7.5	-1.2	1.1	-0.6	-0.8	-2.7
Cc1c(NC(=O)CSc2nnc(-c3ccncc3)o2)c(=O)n(-c2ccccc2)n1C
 : -10	0	-0.2	3	-2	6.1	1.6	-0.6	-1.2	-0.4	-1.1

# A few values from the entries so far:
# Reading for O=C(COc1ccccc1[N+](=O)[O-])NCC1COc2ccccc2O1 (configuration not stated) in hgDAF-12 ag: -2.6
# Reading for CC(C)COC(=O)N1CCCCC1c1cc(C(=O)NCc2cccnc2)no1 (configuration not stated) in ADAM10 inh: -5

# Carrying on:
# Every second line gives: ADAM10 inh	ADAM17 inh	FXN GAA850 act	GC-A act	SMARCA2 act	hgDAF-12 ag	hcDAF12 agonist	DAX1 inh-1	ssDAF-12 act	DAX1 inh-2	PG9 Ab binder
CCCCNC(=O)CN(c1ccc(Cl)c(Cl)c1)S(C)(=O)=O
 : -2	-1	0.4	-3	-1	-1.3	-0.9	1.1	-1.1	-0.3	3.6
O=C(O)c1ccc(S(=O)(=O)NN=Cc2c[nH]c3ccccc23)cc1
 : -21	-4	0.9	2	-8	1.5	2.5	0.9	-0.1	-1.2	-2.3
CS(=O)(=O)Nc1ccccc1C(=O)c1ccccc1
 : -2	-4	1.8	3	-4	1.6	-1.8	0.3	-1.2	-0.1	0.1
OC(c1cc(C(F)(F)F)nc2c(Cl)cc(Cl)cc12)C1CCCCN1 (configuration not stated)
 : -4	-6	-6.9	-14	-2	-3.8	1.3	0.2	-1.7	-0.5	-0.8
CC(C)/C(=N\NC(=O)Nc1ccccc1)c1ccccc1
 : 4	-7	0.0	0	1	5.7	-0.1	-0.4	-0.6	-1.2	0.0
Nn1c(SCC(=O)NCc2ccccc2)nnc1C1CC1
 : 2	-1	1.3	1	-2	2.7	1.9	2.0	-0.7	-0.5	0.9
Cc1cc(C)n(-c2cc(N3CCN(S(=O)(=O)c4ccc5ccccc5c4)CC3)ccc2[N+](=O)[O-])n1
 : 7	3	0.2	-3	1	-0.5	-2.0	-1.6	-1.5	-0.9	1.7
CCOc1cc(C(=S)N2CCOCC2)cc(Br)c1OS(=O)(=O)c1ccccc1
 : 4	0	0.2	-7	-1	-2.1	-2.6	-2.0	-1.4	-0.5	-3.4
N#Cc1ccc(NC(=O)OC2CC3CC2[C@H]2CCCCN2C3)cc1 (some centres not stated)
 : -9	-8	x	3	-2	-1.7	-2.5	x	-0.3	0.6	x
COc1ccc(Cl)c2sc(N(CCN(C)C)C(=O)C3=COCCO3)nc12
 : -6	-4	-0.3	-1	0	-1.9	0.1	0.3	-0.7	1.3	-0.9
COc1cc(O)c2c(c1)OC(c1ccc(O)cc1)CC2=O (configuration not stated)
 : -1	2	1.2	0	2	-2.0	0.2	1.3	-1.1	0.0	0.6
CCc1nc2ccc(C(=O)Nc3ccc(OC)c(OC)c3)cn2c1N(CC)Cc1cccc(Br)c1
 : 26*	12*	-1.3	-2	-5	-4.6	-2.5	x	-1.6	-2.2	-3.0
CCOC(=O)c1cccc(NC(=O)CCn2nnc3ccccc32)c1
 : 1	-2	0.6	-5	3	-2.5	-1.8	0.2	-1.9	-0.5	1.4
CCOC(=O)C(=O)Nc1nc(-c2ccc3c(c2)CCN3C(=O)C2CC2)c(C)s1
 : -15	-1	0.5	1	1	0.8	0.6	0.5	-0.9	0.6	-1.9
COc1cc(S(=O)(=O)NC2CCCC2)c(OC)cc1Cl
 : 4	2	0.9	-14	4	-1.0	-1.1	0.1	-1.3	-0.8	-1.1
COc1ccccc1N1CCN(C(=O)c2ccc3nc(-c4ccco4)c(-c4ccco4)nc3c2)CC1
 : -47	-8	-5.3	-4	-3	-6.2	-2.5	-1.7	-2.1	-1.6	-0.9
O=c1/c(=C/c2ccc(O)cc2)sc2n1CCCN=2
 : 2	4	3.3	0	4	8.7	0.2	3.8	-0.1	1.3	-2.6
CCC(=O)N1CCN(c2ccc(Cl)cc2NC(=O)c2ccc(Br)o2)CC1
 : 0	2	1.2	-7	3	3.8	0.8	-0.8	-0.5	-0.2	0.0
CCOc1cc(C(=O)NC(CC(=O)O)c2ccc(OC3CCCC3)cc2)cc(OCC)c1OCC (configuration not stated)
 : 4	-7	0.4	2	-2	5.7	1.0	1.4	-1.2	-0.1	-0.2
COc1cc(NC(=S)NC2CC(C)(C)NC(C)(C)C2)cc(OC)c1
 : -2	-2	1.4	-8	-2	-3.3	-0.4	0.2	-1.2	0.0	1.5
Cc1onc(-c2ccccc2Cl)c1C(=O)NC(=S)NCc1cccnc1
 : 3	-3	1.6	1	0	-3.2	-1.6	-1.6	-1.4	-0.3	-2.4
COc1ccc(CNC(=O)C(c2cccs2)N(C(=O)c2csnn2)C2CC2)cc1 (configuration not stated)
 : 1	-2	-1.1	1	1	-0.2	-1.4	-0.6	-1.6	0.1	-3.6
O=C(Nc1ccc(F)c(Cl)c1)c1cc(C2CCCCN2C(=O)c2ccccc2)on1 (configuration not stated)
 : 1	1	-2.2	-1	-2	-2.0	-3.4	x	-2.2	-1.5	-1.6
N/C(=N\OC(=O)c1ccc(Cl)cc1Cl)c1ccc(Cl)cc1
 : -4	1	-4.2	11	0	2.3	2.2	4.2	0.0	-0.1	0.5
Cc1cn(CC(=O)NCc2ccc3c(c2)OCO3)c(=O)[nH]c1=O
 : -13	-6	0.9	2	-2	-2.0	1.3	0.9	-0.5	-0.6	-1.0
COC(=O)c1c(N)sc(Cc2ccccc2)c1C
 : 8	-1	0.1	7	2	-0.8	-1.1	1.6	-0.8	-0.2	0.2
